FBPA Giardia inh: inhibitors of Giardia lamblia fructose-1,6-bisphosphate aldolase | actives 0.71% (n = 290,000) | purified Giardia FBPA | A8B2U2 | Potency, µM (doses to about 59.6 µM), for inactives: at the top dose activity, negative = inhibition, usual class: inhibitors; note: potency is the fitted concentration of half-maximal effect; nearly all actives have a fitted effect of over 55% in size
Target sequence (A8B2U2 whole entry, looked up): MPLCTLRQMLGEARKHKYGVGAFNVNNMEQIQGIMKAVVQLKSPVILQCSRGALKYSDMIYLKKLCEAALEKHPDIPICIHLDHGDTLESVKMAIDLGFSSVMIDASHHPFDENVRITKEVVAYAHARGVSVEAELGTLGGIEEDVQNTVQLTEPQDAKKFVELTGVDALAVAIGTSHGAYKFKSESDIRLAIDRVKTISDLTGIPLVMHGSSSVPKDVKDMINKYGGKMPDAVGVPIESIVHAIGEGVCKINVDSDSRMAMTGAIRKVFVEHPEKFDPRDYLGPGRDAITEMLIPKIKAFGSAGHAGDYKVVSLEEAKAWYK
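Giardia FBPA (40 nM reagent) was preincubated 10 min at RT with compound (up to 57.5 uM final), then substrate plus GAPDH/TPI/NAD/arsenate coupling system with diaphorase/resazurin was added; resorufin fluorescence (525/598 nm) was read after 20 min.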
AMA1 RON2 block: AMA1-RON2 (P. falciparum) interaction inhibition; AlphaScreen AMA1-biotinylated RON2 peptide binding; Potency, µM (highest dose often 58.2 µM), without a hit: at the top dose activity change, negative = inhibition, most hits filed as inhibitors; actives 0.2% (n = 360,000);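 note: potency is the fitted concentration of half-maximal effect; 0% = vehicle wells and -100% = peptide control; nearly all actives have a fitted effect of over 45% in size; some results filed as inactive show a strong effect at the top dose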
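AMA1 (3D7) with his tag at 25 nM final met compounds first, then biotinylated RON2 peptide at 25 nM; detection used donor plus acceptor beads, 10 µg/mL apiece, read by AlphaScreen after 30 min at room temperature.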
Sm TGR inh: inhibitors of Schistosoma mansoni thioredoxin glutathione reductase | Q962Y6 | Potency, µM (top dose mostly 114 µM), inactives show at the top dose activity change, negative = inhibition, usual class: inhibitors | AID 485364 | actives 3% (n = 360,000) | purified TGR, DTNB reduction, TNB absorbance 405 nm; note: potency is the fitted concentration of half-maximal effect; nearly all actives have a fitted effect of over 60% in size
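First, TGR (20 nM dispensed) and NADPH were mixed with compound. Second, a 15 min room-temperature incubation followed. Third, further NADPH and then DTNB were added to start the reaction. Finally, TNB absorbance was monitored kinetically.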
HCV inhibitor: blocks hepatitis C virus; Potency, µM (titrated, usually from 41.8 µM), inactives show top-dose activity change, negative = inhibition, hits mostly inhibitors; Huh7.5.1 HCVcc-Cre infection, luciferase reporter, 44 h; AID 651820; actives 3.4% (n = 340,000); note: potency is the fitted concentration of half-maximal effect
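Infectious HCV cell culture screen: compound-treated cells (1,000/well, pre-plated 4 h) are infected with HCVcc-Cre at roughly 0.5 moi and grown 44 h. Infection is quantified by luciferase signal after 15 min substrate incubation at room temperature.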
AmpC inh detg: blocks E. coli AmpC beta-lactamase in detergent assay | actives 0.041% (n = 370,000) | Potency, µM (highest dose often 114 µM), for the others: top-dose activity change, negative = inhibition, actives largely listed as inhibitors | AmpC hydrolysis of nitrocefin, absorbance 480 nm, 0.01% Triton | P00811;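 note: potency is the fitted concentration of half-maximal effect; 0% = no-compound wells and -100% = no-enzyme wells; nearly all actives have a fitted effect of over 25% in size; some results filed as inactive show a strong effect at the top dose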
Target sequence (P00811 whole entry, looked up): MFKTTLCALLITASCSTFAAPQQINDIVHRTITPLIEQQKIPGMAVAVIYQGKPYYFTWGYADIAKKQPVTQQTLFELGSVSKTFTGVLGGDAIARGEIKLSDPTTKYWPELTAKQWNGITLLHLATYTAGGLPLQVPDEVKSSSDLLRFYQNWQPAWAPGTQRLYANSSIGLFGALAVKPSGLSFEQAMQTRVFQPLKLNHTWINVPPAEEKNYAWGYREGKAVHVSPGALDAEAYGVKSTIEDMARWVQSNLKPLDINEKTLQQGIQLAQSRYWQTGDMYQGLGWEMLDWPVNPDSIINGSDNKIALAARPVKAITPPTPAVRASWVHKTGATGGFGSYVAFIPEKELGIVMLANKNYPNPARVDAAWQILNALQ
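20 mM phosphate pH 7.0 + 0.01% (detergent screen) or 0.0001% Triton X-100; 5.3 nM AmpC reagent; cpd preinc 15 min RT; nitrocefin (800 uM stock) to start; A480 q20 s × 4 min; Activity was normalised to no-enzyme and no-compound control wells.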
HCMV antiviral: blocks human cytomegalovirus replication | actives 4.5% (n = 410,000) | AID 1259415 | activity change, negative = inhibition, % at 57.5 µM | HFF cells, HCMV-luciferase reporter, 72 h; hits give low values; in the data active = activity change below about -60%; inconclusive = no clear call, values can overlap the other calls; inactive = above about -39%
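After 16 h attachment at 37C, HFF cells received test compound and HCMV-luciferase (1 PFU/cell); reporter luminescence read 72 h later, data normalized against buffer-only and known inhibitor Salinomycin.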
* hit, by the source's call; ? = inconclusive; / = no result given; & = joins results of further samples; [ ] = remark or other dose. Unless noted, calls come from the whole dose curve; as a rule, active = well fitted curve in the direction sought with a large enough effect; inconclusive = small, poorly fitted or top-dose-only effect, or another doubt; inactive = no such curve, though single readings can be large; an effect the other way counts as inactive or inconclusive. Unless noted, % is set by controls: 0 for no effect and ±100 for the full control effect.

mol | AmpC inh detg | HCV inhibitor | FBPA Giardia inh | Sm TGR inh | AMA1 RON2 block | HCMV antiviral
CCOc1ccc(S(=O)(=O)N2CCN(C(=O)c3ccc(Cl)c(S(=O)(=O)N4CCOCC4)c3)CC2)cc1 | / | 7% | / | / | -2% | -60*
COc1ccc(Br)cc1CNC(=O)C1CCN(C(=O)N(C)C)CC1 | -4% | 19% | 6% | 2% | 4% | 46
CCOc1ccccc1NC(=O)C1CCN(S(=O)(=O)c2cccs2)CC1 | 14% | / | / | 4% | / | -8
CCN(C(=O)COC(=O)/C=C/c1ccccc1Cl)c1c(N)n(Cc2ccccc2)c(=O)[nH]c1=O | -19% | ? | / | -1% | -7% | -18
CC(=O)Cc1nsc(NC(=O)c2ccc(COc3cccc(C)c3)o2)n1 | 2% | 13% | 8% | -29% | 22% | 30
CCCN(CC(=O)Nc1ccc(F)c(F)c1F)C(=O)c1cc([N+](=O)[O-])ccc1N1CCOCC1 | ? | -2% | / | 5% | 3% | 1
CCNc1c(NC(=O)c2ccc3c(c2)OCO3)c(=O)oc2ccccc12 | 3% | ? | -5% | 5% | -8% | -26
COc1ccccc1NCCC(=O)OCC(=O)NCc1ccco1 | -12% | -10% | -22% | -11% | -15% | -30
N#Cc1ccc(C(=O)Nc2cccc3ccccc23)c(F)c1 | ? | 22% | -7% | 2% | 5% | 75
Cc1onc(-c2c(F)cccc2Cl)c1C(=O)OCC(=O)NCc1ccco1 | -6% | -8% | -3% | 18µM* | -14% | -26

The list goes on:
mol | AmpC inh detg | HCV inhibitor | FBPA Giardia inh | Sm TGR inh | AMA1 RON2 block | HCMV antiviral
Cc1ccc(NC(=S)N(C)Cc2cn(C)c3ccccc23)cc1 | -1% | ? | -7% | 4% | -2% | ?
O=C(c1cnccn1)N1CCN(S(=O)(=O)c2cccc(Cl)c2)CC1 | / | 6% | / | / | -15% | 14
CCSc1nnc(C)c(=O)n1COC(=O)c1ccc(S(=O)(=O)N2CCCC2)cc1 | ? | 2% | 4% | -13% | 23% | -15
O=S(=O)(c1ccccc1)N1CCNc2ccccc21 | / | 2% | / | / | 5% | 0
O=C(COc1coc(CN2CCN(c3ccccc3F)CC2)cc1=O)NC1CCCCC1 | -13% | ? | / | -6% | 1% | -20
COc1cc(NC(=O)C(CCS(C)(=O)=O)N2Cc3ccccc3C2=O)cc(OC)c1OC (stereo not given) | -1% | / | / | -5% | / | -6
Cc1ccc(Cn2ccnc2SCC(=O)Nc2ccccc2C(F)(F)F)cc1 | 6% | / | / | 3% | / | ?
Fc1c(F)c(F)c(N2CCNCC2)c(F)c1F | -2% | -27% | -3% | -2% | 17% | 44
COc1cc(OC)cc(C(=O)N2CCN(C(=O)c3ccc(OC)c(OC)c3)CC2)c1 | -4% | -6%&10% | 2% | 3% | -6% | 3
CC(C)CC(=O)NC(=S)Nc1ccc(N2CCCC2)c(Cl)c1 | ? | -28% | 0% | 2% | -17% | -62*

Additional records follow.
mol | AmpC inh detg | HCV inhibitor | FBPA Giardia inh | Sm TGR inh | AMA1 RON2 block | HCMV antiviral
CN(/N=C/c1ccc(O)cc1O)c1nc(-c2ccccc2)cc(-c2ccccc2)n1 | -1% | ? | 4% | 6% | -1% | -62*
COC(=O)CC1C(=O)NCCN1C(=O)c1c(F)cccc1F (stereo not given) | ? | 5% | 1% | -9% | -9% | 0
CC(=O)C1(O)C(C)CC2C3CCC4CC(O)CCC4(C)C3=CCC21C (stereo not given) | -6% | 12% | 5% | 37%[activator] | 4% | -24
COc1cccc(CN(C)C(=O)CCN=C2NS(=O)(=O)c3ccccc32)c1 | / | 10% | / | / | 1% | 27
O=C(COc1ccc(Cl)cc1)NCc1nnc(SCC(=O)N2CCCc3ccccc32)o1 | -14% | ? | 0% | 0% | -13% | 32
O=C1c2ccccc2NC2(CCCC2)N1O | -3% | 2% | ? | -12% | 9% | -7
O=C(Nc1cccc2c1CCCC2)c1ccc(F)cc1 | / | -22% | / | / | -3% | -12
CC(N)Cc1cn(Cc2ccccc2)c2ccccc12 (stereo not given) | ? | ? | -23% | -20% | -29% | -31
COc1ccccc1CNc1ncc(-c2ccccc2)n1C | -20% | -3% | ? | 6% | -24% | 37
COc1ccc(C2C(C#N)=C(N)N(c3cccnc3)C3=C2C(=O)CC(C)(C)C3)cc1OC (stereo not given) | ? | 0% | 14µM* | 45µM* | 20% | -15

Continuation.
mol | AmpC inh detg | HCV inhibitor | FBPA Giardia inh | Sm TGR inh | AMA1 RON2 block | HCMV antiviral
CCCCn1c(CNC(=O)C(C)(C)C)nc2ccccc21 | -6% | 9% | 0% | -1% | -1% | -9
CN(Cc1cnccn1)C(=O)CC1C(=O)NCCN1Cc1cccc(Oc2ccccc2)c1 (stereo not given) | 1% | 3% | -17% | ? | 17% | -1
O=C(Nc1ccc(Cl)cc1C(=O)c1ccccc1)c1ccco1 | -4% | -17% | 7% | 5% | -6% | -32
O=C(O)C1C2C=CC(C2)C1C(=O)N1CCc2ccccc21 (stereo not given) | ? | ? | 4% | -2% | -3% | 77
Cc1cccc(NC(=O)c2cc(=O)c3ccccc3o2)n1 | 4% | -30% | 1% | 11% | -1% | -6
O=C(CC1SC(N2CCCCC2)=NC1=O)Nc1cccc(C(=O)NCc2ccccc2)c1 (stereo not given) | / | -2% | / | / | 9% | -11
CCCN(C(=O)CSc1n[nH]c(-c2ccc(OC)cc2)n1)c1c(N)n(Cc2ccccc2)c(=O)[nH]c1=O | ? | -12% | / | 5% | 19% | 13
CC1CC(C)CN(C(=O)C2CCC(CNc3c(N4CCCCC4)c(=O)c3=O)CC2)C1 (stereo not given) | -1% | 2% | 3% | 6% | 2% | -17
CCC(c1nnc(SCC(=O)N(C)c2ccccc2)n1Cc1ccccc1)N(C)C (stereo not given) | / | 15% | / | / | 6% | -7
O=C(C1CCC(=O)N(C2CC2)C1)N1CCC(Oc2cccc(F)c2)CC1 (stereo not given) | -15% | 11% | -10% | -13% | 0% | -21

Continuation:
mol | AmpC inh detg | HCV inhibitor | FBPA Giardia inh | Sm TGR inh | AMA1 RON2 block | HCMV antiviral
CCCOc1ccccc1NS(=O)(=O)c1ccc2[nH]c(=O)[nH]c2c1 | -8% | -12% | -19% | 5% | 19% | -5
O=C(NC1=NCCS1)c1csc2ccccc12 | -4% | 7.1µM* | -1% | -3% | 23% | 243
Cc1ccc(Nc2nc(=O)[nH]nc2C)cc1 | 3% | 2% | 2% | -10% | 6% | -4
O=C(COc1ccccc1F)Nc1c2c(nn1-c1ccccc1)CS(=O)(=O)C2 | -8% | / | 7% | -14% | 17% | 26
CCN(CC)CCNC(=O)C1(O)c2cc(Br)ccc2NC(=O)N1c1ccccc1 (stereo not given) | -5% | 4% | 8% | 3% | 12% | 1
CC(=C/C(=O)O)/C(=C\c1ccc(Br)o1)C(=O)O | 0% | 24% | 12% | ? | 0% | 0
O=C(CCc1nnc(CCc2ccccc2)o1)NC(c1cccnc1)C(F)(F)F (stereo not given) | -2% | 5% | -1% | -19% | 5% | 3
COc1ccccc1C(=O)Nc1c(C(=O)N2CCN(C)CC2)oc2ccccc12 | -1% | -1% | / | 73%[activator] | 0% | -26
CCCCN(Cc1ccccc1)C(=O)C1CCC(=O)N(CCc2ccccn2)C1 (stereo not given) | -1% | 16% | / | -19% | 0% | -5
COc1cccc(C(=O)Nc2cc3c(cc2Br)OCCCO3)c1 | -14% | 6% | -11% | -17% | -16% | 19

Next section:
mol | AmpC inh detg | HCV inhibitor | FBPA Giardia inh | Sm TGR inh | AMA1 RON2 block | HCMV antiviral
COC(=O)c1[nH]c2ccccc2c1NC(=O)C(C)N1CC(C)OC(C)C1 (stereo not given) | 5% | 8% | 2% | 10% | -20% | -8
O=C(Nc1ccc(F)cc1F)c1ccc2c(c1)CCN2S(=O)(=O)c1ccc(Cl)cc1 | 15% | / | / | 8% | / | -27
O=C(COC(=O)CN1C(=O)C2CCCCC2C1=O)Nc1cc(S(=O)(=O)N2CCOCC2)ccc1Cl (stereo not given) | 4% | 2% | 0% | 1% | -5% | 26
COc1ccc(Cl)cc1N1C(=O)CN(Cc2cc(OC)c(OC)c(OC)c2)C1=S | -12% | 16µM* | -4% | -5% | -8% | -6
O=C(N1CCOCC1)N1CCN(Cc2ccccc2)CC1 | -12% | 9% | 2% | ? | 8% | 71
O=C(/C=C/c1cccc(OCc2ccccc2)c1)c1cccnc1 | -4% | ? | -24% | ? | 6% | -15
Cc1cc(NC(=O)COc2ccccc2C#N)no1 | ? | 11% | / | 0% | 6% | ?
O=C(O)c1ccc(CNS(=O)(=O)c2ccc(Oc3ccccc3Cl)cc2)cc1 | 1% | 13% | 10% | -2% | -1% | 9
CCNC(=S)NC1CC2CCC(C1)N2Cc1ccccc1 (stereo not given) | -1% | 5% | 5% | -17% | 21% | -17
O=C(Nc1nc(-c2ccccc2)cs1)C1c2ccccc2Oc2ccccc21 | 5% | 9% | 0% | -1% | 0% | -3

Going on with the list:
mol | AmpC inh detg | HCV inhibitor | FBPA Giardia inh | Sm TGR inh | AMA1 RON2 block | HCMV antiviral
CC(=O)c1ccc(N2CCN(S(=O)(=O)c3c(C)[nH]c(C)c3C(=O)N3CCCCC3)CC2)cc1 | -9% | 16% | -11% | -15% | -4% | -16
CCOc1ccccc1N=C1SCCCN1C | ? | -7% | -13% | 10% | 0% | 3
CCOc1ccc(CNC(=O)c2cc3cc(S(=O)(=O)N4CCCCC4)ccc3n2C)cc1 | 9% | / | / | 3% | / | -68*
COC(=O)C1=C(c2ccc(OCc3ccccc3)cc2)C[C@@H]2CC[C@H]1N2C(=O)NCCN1CCOCC1 | / | -10% | / | / | 12% | 3
O=C(CCC(=O)N(CC(=O)NC1CCCC1)C1CCCC1)Nc1ccccn1 | -11% | 5% | 11% | -9% | 0% | -33
O=C(COc1ccccc1Cl)NCc1ccco1 | 0% | 11% | 4% | -31% | -15% | 28
O=C(CN1CCCCC1)Nc1cccc(Br)c1 | ? | 14% | 0% | 1% | 12% | 7
COc1ccccc1CCNC(=O)C(=O)NCC1OCCCN1S(=O)(=O)c1ccc(F)cc1C (stereo not given) | -3% | 10µM* | / | -7% | 5% | -75*
CSc1ccc(CNc2ccc(C)c(C)c2)cc1 | -2% | -30% | -3% | 7% | -30% | 13
C=CCNC(=S)N/N=C/c1ccc(-c2cccc([N+](=O)[O-])c2)o1 | -3% | -19% | -9% | / | 78%[activator] | -1
CCc1ccc(NC(=O)c2noc3c2CCC3)cc1 | -1% | -16% | -12% | -34% | -19% | ?

Pulled by compound from the entries so far, five records:
mol | AmpC inh detg | HCV inhibitor | FBPA Giardia inh | Sm TGR inh | AMA1 RON2 block | HCMV antiviral
CCc1ccc(NC(=O)c2noc3c2CCC3)cc1 | -1% | -16% | -12% | -34% | -19% | ?
CCOc1ccccc1N=C1SCCCN1C | ? | -7% | -13% | 10% | 0% | 3
O=C(COc1ccccc1Cl)NCc1ccco1 | 0% | 11% | 4% | -31% | -15% | 28
O=C(CCC(=O)N(CC(=O)NC1CCCC1)C1CCCC1)Nc1ccccn1 | -11% | 5% | 11% | -9% | 0% | -33
COc1ccccc1CCNC(=O)C(=O)NCC1OCCCN1S(=O)(=O)c1ccc(F)cc1C (stereo not given) | -3% | 10µM* | / | -7% | 5% | -75*

Screens as filed in PubChem.
